Source: PubChem BioAssay (National Center for Advancing Translational Sciences (NCATS))
D2 potentiator: positive allosteric modulators of human D2 dopamine receptor; P14416; HEK293 T-REx D2, calcium flux, EC20 dopamine potentiation; potentiation, % at 10 µM; hit rate 0.34% among 340,000;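 active means potentiation over 3 SD above the plate norm, cut at about 30% in these data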; further: 0% is about no effect
Target sequence (P14416 whole entry, looked up): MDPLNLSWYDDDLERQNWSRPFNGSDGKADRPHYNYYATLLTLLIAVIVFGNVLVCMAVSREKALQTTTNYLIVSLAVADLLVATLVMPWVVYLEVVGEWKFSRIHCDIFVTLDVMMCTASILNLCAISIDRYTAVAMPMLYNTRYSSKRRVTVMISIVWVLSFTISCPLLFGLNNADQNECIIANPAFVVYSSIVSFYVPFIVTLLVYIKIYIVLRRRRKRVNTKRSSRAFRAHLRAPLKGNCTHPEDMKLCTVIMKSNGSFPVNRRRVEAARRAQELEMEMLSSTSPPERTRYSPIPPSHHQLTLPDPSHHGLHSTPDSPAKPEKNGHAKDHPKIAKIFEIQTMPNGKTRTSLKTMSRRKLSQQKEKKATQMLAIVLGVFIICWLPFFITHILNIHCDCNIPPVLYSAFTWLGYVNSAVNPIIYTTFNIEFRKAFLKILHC
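Primary screen. Calcium kinetics in induced HEK293 T-REx D2 cells: compound pre-addition 180 s, EC20 dopamine, 180 s more.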
TRHR ag: agonists of human TRH receptor. TRHR cells, calcium flux fluo-8, FDSS agonist mode. AID 493084. hit rate 0.18% among 360,000. activation, % at 2 µM. P34981; further: 0% is about no effect
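TRHR-expressing cells loaded with fluo-8 calcium dye; 23 nL library compound pin-transferred, kinetic FDSS fluorescence (Ex 480/Em 530) recorded about 180 s for agonist-induced calcium release, before a 10 nM TRH EC20 addition for potentiator mode.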
D2 antag: antagonists of human D2 dopamine receptor | P14416 | HEK293 TREx D2 cells, calcium flux, dopamine EC80 | inhibition, % at 10 µM | hit rate 2% among 340,000 | AID 485344; in the data active means inhibition above about 30%; further: 0% is about no effect
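In this primary screen, negative modulation is detected by tracking calcium flux after an EC80 dopamine challenge in inducible HEK293 T-REx D2 cells preexposed to test compound for 180 s.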
D1 PAM: potentiators of human D1 dopamine receptor | P21728 | hit rate 0.036% among 360,000 | potentiation, % at 10 µM | HEK293 TREx D1 cells, calcium flux, dopamine EC20 potentiation; in the data active means potentiation above about 30%; further: 0% is about no effect
Target sequence (P21728 whole entry, looked up): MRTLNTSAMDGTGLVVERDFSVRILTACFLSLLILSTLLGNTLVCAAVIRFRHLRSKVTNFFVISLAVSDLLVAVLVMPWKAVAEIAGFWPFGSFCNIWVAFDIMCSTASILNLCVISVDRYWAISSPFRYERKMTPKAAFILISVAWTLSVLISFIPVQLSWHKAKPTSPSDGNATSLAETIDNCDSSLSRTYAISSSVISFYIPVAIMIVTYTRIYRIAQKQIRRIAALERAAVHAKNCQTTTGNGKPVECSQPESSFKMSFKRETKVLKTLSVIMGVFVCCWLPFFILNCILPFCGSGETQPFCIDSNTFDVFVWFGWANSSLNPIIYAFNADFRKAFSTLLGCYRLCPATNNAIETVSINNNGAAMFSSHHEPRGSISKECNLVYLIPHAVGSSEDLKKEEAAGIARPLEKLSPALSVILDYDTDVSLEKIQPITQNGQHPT
D1 agonist: agonists of human D1 dopamine receptor. P21728. HEK293 T-REx D1 cells, calcium flux, agonist mode. activation, % at 2 µM. hit rate 1% among 360,000; further: 0% is about no effect
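Tetracycline-induced HEK293 TREx D1 cells, force-coupled to calcium signalling, were dye-loaded with a no-wash calcium kit. Compound was pin-added after a 10 s baseline. Fluorescence was read kinetically at 1 cycle/s for 180 s, with calcium rises flagged as agonism.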
D2 agonist: agonists of human D2 dopamine receptor; activation, % at 2 µM; HEK293 T-REx D2 cells, calcium flux agonist mode; P14416; AID 485358; hit rate 0.53% among 340,000;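 active means activation over 3 SD above normal in the single-dose calcium agonist read, cut at about 30% in these data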; further: 0% is about no effect
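Calcium-flux readout, 1 cycle/sec over 180 s following compound pin transfer, in inducible HEK293 Trex D2 cells (force-coupled); dopamine controls included. Positive calcium responses during this window marked compounds as potential agonists.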
D1 antag: human D1 dopamine receptor antagonism | P21728 | HEK293 TREx D1 cells, calcium flux, dopamine EC80; active compounds read low | activity change, negative = inhibition, % at 10 µM | hit rate 3.2% among 360,000; in the data active means activity change below about -30%; further: on the % scale 0 is the no-effect control and ±100 the full control effect
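Calcium flux readout: force-coupled, inducible Hek293 Trex D1 line, cells induced overnight at 30 C with tetracycline, dye-loaded 30–90 min at RT. Antagonism scored against EC80 dopamine challenge given 180 s after compound.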
TRHR PAM: allosteric enhancers of human TRH receptor | hit rate 0.66% among 360,000 | P34981 | TRHR cells, fluo-8 calcium fluorescence, EC20 TRH enhancement | AID 493056 | enhancement, % at 2 µM; in the data active means enhancement above about 30%; further: 0% is about no effect
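TRHR-expressing cells loaded with fluo-8 calcium dye were read kinetically (ex 480/em 530) during compound addition, then stimulated with an EC20 of TRH (10 nM final). Enhancement of the Gq-mediated intracellular calcium response was scored.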
RXFP1 antag: antagonists of human relaxin receptor RXFP1; hit rate 0.59% among 350,000; Q9HBX9; activity change, negative = inhibition, % at 57.5 µM; HEK293-RXFP1, relaxin-stimulated cAMP HTRF, 30 min; active compounds read low; AID 1259400;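 active means activity change of -60% or lower, but not beyond a set lower limit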; further: on the % scale 0 is the no-effect control and ±100 the full control effect
An asterisk follows results filed as active; x = not tested or not shown; & = joins results of further samples. Unless noted, no stated cut-off is given here; in the data, active means activation above about 30%; inactive means the rest.

structure	D2 potentiator	TRHR ag	D2 antag	D1 PAM	D1 agonist	D2 agonist	D1 antag	TRHR PAM	RXFP1 antag
COc1ccc(-c2ccc(=O)n(Cc3cc(=O)n4ccccc4n3)n2)cc1	-3	0.3	-4	-3	-1	0.7	10	5	-9
O=C(c1cnn2c(C(F)F)cc(C3CC3)nc12)N1CCOCC1	-7	-0.1	-1	4	1	0.0	5	0	-14
CCOC(=O)C1=C(Nc2ccccc2)CC(C)(O)C(C(=O)OCC)C1c1ccc(Cl)cc1 (stereo not drawn)	28	-0.7	-7	-2	1	-1.0	19	6	-11&-6
O=C(CCCC(=O)n1cnc2ccccc21)n1cnc2ccccc21	1	-0.2	-4	-3	1	0.8	-3	-6	-28
CCCN(CCC)c1ncnc2nc[nH]c12	x	-0.7	x	-8	-2	x	8	6	x
COc1cccc(C(=O)c2c[nH]c(C(=O)NCc3ccco3)c2)c1	-8	0.7	-5	-3	2	-0.8	-13	-7	-9
COc1ccc(NC(=O)CCNS(=O)(=O)c2cc(Br)ccc2Br)cc1S(N)(=O)=O	-24	0.8	0	2	-3	0.5	12	-9	9
COc1ccc(OC)c(NC(=O)c2cc(-c3cc(C)ccc3O)n[nH]2)c1	-16	3.3	9	-9	4	2.0	-29	-8	-9
COc1ccc(C(=O)NCC(c2ccccc2)N2CCCC2)cc1S(=O)(=O)N1CCOCC1 (stereo not drawn)	-1	0.0	2	5	2	0.0	1	3	-8
Cc1cc(C)n(-c2ccc(NC(=O)C3CCN(Cc4ccc(C)o4)CC3)cc2)n1	3	-0.5	13	-2	2	1.1	2	2	4
CCOc1ccc(S(=O)(=O)N2CCCC(C(=O)NCc3ccncc3)C2)cc1 (stereo not drawn)	-9	-1.1	22	-4	5	0.2	-6	-4	-8
COc1ccc(OC)c(NC(=O)c2c(NCc3ccc(N(C)C)cc3)sc3c2CCCC3)c1	-7	-0.1	x	2	1	-0.1	5	4	-28
COC(=O)C(CC(C)C)NC(=O)/C=C/c1ccccc1Cl (stereo not drawn)	-18	-0.6	-2	-3	1	-0.9	-2	-4	10
Cc1ccc(-c2nc3c(cnn3-c3ccccc3)c(=O)n2-c2cccc(Cl)c2)cc1	-11	0.8	x	-3	2	-1.5	7	-3	-18
O=C(Oc1cccnc1)c1ccc(Cl)c(Cl)c1	13	0.0	-12	-1	2	0.6	-9	4	-27
COc1ccc(C=O)cc1COc1ccccc1F	-10	-0.4	-12	0	-1	-0.8	-7	0	1
CCc1ccccc1Nc1sc(C(=O)c2cccc(OC)c2)c(N)c1S(=O)(=O)c1ccccc1	-3	0.7	x	-1	13	-0.4	11	-4	-20
Cc1cccc(NC(=O)CSc2nnc(-c3ccccc3)n2N)c1	11	-2.5	-4	-1	1	0.5	1	2	-3
CC(C)(C)N1CC(C(=O)O)CC1=O (stereo not drawn)	11	0.1	-2	-2	1	-0.2	6	9	0
Cc1c(N)cccc1N	13	1.1	5	0	1	0.7	x	0	x

Part of the list above in another layout.
Value order: D2 potentiator	TRHR ag	D2 antag	D1 PAM	D1 agonist	D2 agonist	D1 antag	TRHR PAM	RXFP1 antag
- CC(C)(C)N1CC(C(=O)O)CC1=O (stereo not drawn)
  11	0.1	-2	-2	1	-0.2	6	9	0
- COc1ccc(C(=O)NCC(c2ccccc2)N2CCCC2)cc1S(=O)(=O)N1CCOCC1 (stereo not drawn)
  -1	0.0	2	5	2	0.0	1	3	-8

Additional compounds
structure	D2 potentiator	TRHR ag	D2 antag	D1 PAM	D1 agonist	D2 agonist	D1 antag	TRHR PAM	RXFP1 antag
CC1=CC(=NOC(=O)/C=C/c2ccccc2)C=C(C)C1=O	-1	0.2	-36	-1	2	-0.6	30	-2	-6
COc1ccc(-c2c(C)nc3c(-c4ccc(F)cc4)cnn3c2N)cc1	x	-1.3	x	-5	4	x	4	14	8
Cc1ccc(/C=N\Nc2nc3ccc(Cl)cc3[nH]2)o1	0	1.1	-7	-1	0	-0.8	-14	7	-1
Cc1cc(S(=O)(=O)N2CCCC(N3CCOCC3)C2)c(C)cc1Cl (stereo not drawn)	5	0.2	-4	-1	10	x	-20	-5	-3
CCOc1ccccc1NC(=O)NCc1ccc2c(c1)OCO2	-12	-1.6	9	-3	3	-2.2	14	-9	-5
N=c1c(C(=O)NC2CCCCC2)cc2c(=O)n3ccccc3nc2n1Cc1ccc(F)cc1	7	-0.7	3	-1	2	-0.4	8	9	5
OCCC1CN(Cc2cccn2-c2ncccn2)CCN1C1CCCC1 (stereo not drawn)	16	1.3	13	-8	1	0.2	-5	-2	1
CC1CN(S(=O)(=O)Cc2ccccc2)CC(C)O1 (stereo not drawn)	14	0.3	4	0	1	0.8	-9	2	-9
Cc1nonc1NC(=O)c1oc2ccccc2c1C	-4	-0.1	2	-4	0	0.1	7	1	-17
O=C(NCc1ccccc1)NC1(C(=O)N2CCN3CCCC3C2)CCCCC1 (stereo not drawn)	8	1.1	-17	-5	2	0.3	5	0	-26
CCC(NC(=O)c1ccccc1NC(=O)C(C)(C)C)C(=O)N1CCCC1 (stereo not drawn)	x	-1.3	-3	-3	1	-2.9	-18	4	4
Cc1cccc(NCc2ccccc2)c1	0	-0.6	-2	-7	1	-1.6	-16	0	-7
CNC(=S)Nc1cc(S(=O)(=O)Nc2cc(Cl)ccc2Cl)ccc1N1CCCC1	-9	-0.4	-3	-6	0	0.2	8	8	-34
Cc1ccnc2nc(C(=O)N3CCN(c4ccc(F)cc4)CC3)nn12	-1	-0.1	10	-4	0	0.0	-2	9	-2
Cc1cc2oc(=O)cc(CN3CCCCC3C)c2cc1C (stereo not drawn)	4	7.2	-12	1	2	1.0	0	4	-10
CCC(C)[C@H](NC(=O)N1CC(=O)Nc2ccccc21)C(=O)N1CCC[C@H]1C(=O)O (stereo partly drawn)	-12	0.1	-4	-3	2	1.2	-6	-1	x
COc1ccc2oc(=O)cc(-c3cc4cccc(OC)c4o3)c2c1	0	0.0	5	-6	0	-0.1	1	-5	7
COc1ccc(C(CNC(=O)COc2ccccc2C)N2CCCC2)cc1 (stereo not drawn)	x	0.4	x	-2	7	x	-26	-2	3
COc1ccc(NC(=O)CSc2ncc3c(n2)-c2ccccc2N(C)S3(=O)=O)cc1Cl	1	0.6	x	5	2	-0.2	9	0	1
Nc1cc(-c2ccc(Br)cc2)nn1Cc1ccccc1	5	0.7	-14	0	4	0.6	1	7	-11

structure	D2 potentiator	TRHR ag	D2 antag	D1 PAM	D1 agonist	D2 agonist	D1 antag	TRHR PAM	RXFP1 antag
O=C(O)CC1S/C(=N/N=C/C=C/c2ccccc2)NC1=O (stereo not drawn)	0&-1	-0.1&-0.1	-3&4	0&-6	1&4	-0.7&0.3	19&-10	0&8	20&-17
COc1cccc(C(C(=O)NC2CCCCC2)N(C(=O)c2cccs2)c2ccc3c(c2)OCO3)c1 (stereo not drawn)	-7	-0.6	-8	0	3	-2.1	15	11	-6
C[C@H]1CN=C(N(C)C)N1CCc1cccc(F)c1	6	0.0	-4	-4	-1	0.3	-1	5	x
COc1cc2[nH]c(=S)n(CC3CCCO3)c(=O)c2cc1OC (stereo not drawn)	3	0.7	17	-6	1	0.1	-8	-5	-94*
CN1CC[n+]2cnc3ccccc3c21	19	-0.1	-22	9	4	-2.4	3	9	-11
Cc1cc(-c2ccccc2)nn1-c1nc2c(c(=O)[nH]c(=O)n2C)n1C	9	-0.2	-3	1	0	0.8	-3	-2	0
O=C(COc1cc(O)c2c(=O)c3ccccc3oc2c1)OCc1ccccc1	-13	1.6	-16	-6	2	1.3	14	-2	-16
CCn1c(CN2CCOCC2)nc2cc(NC(=O)c3ccccc3[N+](=O)[O-])ccc21	-9	-0.1	x	1	1	0.8	-3	-3	-14
COc1cc(NC(=O)COC(=O)/C=C/c2ccc(OC)c(OC)c2)cc(OC)c1	5	-0.7	8	-8	1	-0.9	x	-2	-7
O=C(O)c1ccc(Sc2nnc3ccccn23)c([N+](=O)[O-])c1	-5	0.6	-11	-2	5	0.0	-6	5	-8
Cc1cccc(C)c1OCCn1nnc2ccccc21	8	0.0	3	-2	8	-0.3	-42*	9	0
COc1cccc(S(=O)(=O)NCc2ccc(C(=O)N3CCN(c4ccccc4)CC3)cc2)c1	-16	-0.6	56*	6	14	59*	-11	6	-7
Cc1cc(NC(=O)Nc2ccccc2[N+](=O)[O-])n(C)n1	-3	0.7	1	3	2	0.4	3	0	11
CCOC(=O)c1sc(=NC(=O)c2ccc(C)c(C)c2)n(C)c1C	x	-0.1	4	-4	2	0.0	-20	0	-2
O=c1c2sc3ccccc3c2n(Cc2cccc(C(F)(F)F)c2)c(=O)n1-c1ccccc1	10	0.9	x	0	5	0.1	2	12	x
COCCn1c(=NC(=O)c2ccco2)sc2cc(C(=O)OC)ccc21	x	0.0	x	-7	1	x	1	-1	-9
Cc1ccc2nc(-c3ccc(N4C(=NC(=O)CCC(=O)O)SC5CS(=O)(=O)CC54)cc3)sc2c1 (stereo not drawn)	x	0.3	x	2	10	x	-12	-3	-34
Nc1ccc(S(=O)(=O)N2CCOCCOCCOCCOCCOCC2)cc1	8	0.2	4	-1	3	0.2	-7	-4	5
COc1ccc(-n2cc(CN3CCCC3)c(-c3cccc(F)c3)n2)cc1	8	2.5	5	-7	5	0.1	10	0	-37
Cc1ccccc1NC(=O)NC1(C(=O)N2CCCC2)CCCCC1	19	0.3	7	-1	2	0.4	0	-5	1

Shown as a hit in RXFP1 antag, of those listed so far:
SMILES	D2 potentiator	TRHR ag	D2 antag	D1 PAM	D1 agonist	D1 antag	TRHR PAM	RXFP1 antag
COc1cc2[nH]c(=S)n(CC3CCCO3)c(=O)c2cc1OC (stereo not drawn)	3	0.7	17	-6	1	-8	-5	-94*

Next part:
structure	D2 potentiator	TRHR ag	D2 antag	D1 PAM	D1 agonist	D2 agonist	D1 antag	TRHR PAM	RXFP1 antag
COc1ccccc1C(=O)NC(=O)CSc1nncn1C(C)C	2	0.8	-12	3	-1	0.3	2	-6	-7
Cc1ccc(N2C(=O)N(Cc3cccc(Cl)c3)c3ccccc3S2(=O)=O)cc1	6	1.6	x	1	7	1.5	4	-12	-21
CC(=O)c1cccc(NC(=O)C(C)OC(=O)c2cc(C)oc2C)c1 (stereo not drawn)	-1	-0.2	5	4	0	0.0	9	21	-1
CN(CC1CCCN(CCc2ccc(F)cc2)C1)C(=O)CCC(F)(F)F (stereo not drawn)	10	0.0	7	-5	-2	2.3	-10	-3	12
CS(=O)(=O)N(C(=O)NC(=O)NC12CC3CC(CC(C3)C1)C2)C1CCCCC1	2	-0.1	9	7	2	0.3	30	3	-1

An excerpt of these results, field by field.
> COc1ccccc1C(=O)NC(=O)CSc1nncn1C(C)C
  D2 potentiator = 2; TRHR ag = 0.8; D2 antag = -12; D1 PAM = 3; D1 agonist = -1; D2 agonist = 0.3; D1 antag = 2; TRHR PAM = -6; RXFP1 antag = -7
> Cc1ccc(N2C(=O)N(Cc3cccc(Cl)c3)c3ccccc3S2(=O)=O)cc1
  D2 potentiator = 6; TRHR ag = 1.6; D2 antag = x; D1 PAM = 1; D1 agonist = 7; D2 agonist = 1.5; D1 antag = 4; TRHR PAM = -12; RXFP1 antag = -21

This is a random part of the collection; any-hit rate near 7.1%.
